PLCg1 inh = blocks human PLC-gamma1 enzyme activity; P19174; purified PLC-gamma1, fluorogenic substrate, fluorescence; inhibition, % at 12.2 µM; 370,000 compounds, 0.84% hits; in the data active means inhibition above about 9.5%
ssDAF12 agonist = activators of S. stercoralis DAF-12 nuclear receptor. activation, % at 6.8 µM. 370,000 compounds, 1% hits. HEK293 ssDAF-12/GRIP1 lit1-tk-luc reporter, luminescence; % of 3 µM dafachronic acid response. AID 652126;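 active means activation above the mean over all tested compounds plus 3 SD, cut at about 0.9% in these data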;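 further: 0% = DMSO-only wells and 100% = 3 µM delta7-dafachronic acid wells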
NR1D1 modulator = modulates human Rev-erb alpha binding to DNA | AID 1259318 | 370,000 compounds, 0.79% hits | activity, % at 10 µM | P20393 | Rev-erbα–FITC-DNA binding, fluorescence polarization, 90 min;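 active means activity above about 14%, limit read from the data; passing the limit was not always enough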;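 further: 0% = DMSO wells with 35 nM protein and 100% = DMSO wells with 750 nM protein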
hgDAF-12 ag = agonists of H. glycines DAF-12 nuclear receptor; HEK293 GAL4-hgDAF12 UAS-luciferase reporter, agonist luminescence; normalized to butyrate control; activation, % at 6.8 µM; 370,000 compounds, 1.8% hits;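 active means activation above a cutoff set at the mean of all screened compounds plus 3 SD, cut at about 10% in these data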;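 further: 0% = DMSO wells and 100% = sodium butyrate wells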
ADAM17 inh = inhibits human ADAM17; recombinant ADAM17, EDANS/DABCYL FRET peptide cleavage; 370,000 compounds, 0.83% hits; inhibition, % at 6.95 µM;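 active means inhibition above the mean of compounds lying between control limits plus 3 SD, set per campaign, cut at about 8.5% in these data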;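 further: 0% = DMSO-only wells as the low control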
DAX1 inh-1 = NR0B1 (DAX1) inhibition; P51843; HEK293 Gal4-DAX1 luciferase reporter, luminescence; inhibition, % at 6.75 µM; 340,000 compounds, 0.99% hits; AID 504766;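 active means inhibition above the mean over all tested compounds plus 3 SD, cut at about 4.2% in these data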;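 further: 0% = DAX1-transfected cells with DMSO and 100% = empty-vector control cells with DMSO; inhibition shows as a rise in luminescence from relieved DAX1 repression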
Target sequence (P51843 207-470 limits assumed): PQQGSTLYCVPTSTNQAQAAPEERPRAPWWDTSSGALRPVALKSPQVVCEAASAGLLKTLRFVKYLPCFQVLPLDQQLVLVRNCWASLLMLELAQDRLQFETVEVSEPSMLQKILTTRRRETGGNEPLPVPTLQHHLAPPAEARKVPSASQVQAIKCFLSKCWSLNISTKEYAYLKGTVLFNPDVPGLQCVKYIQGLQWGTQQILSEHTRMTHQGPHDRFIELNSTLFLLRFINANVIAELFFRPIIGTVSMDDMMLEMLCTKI
hcDAF12 agonist = activators of H. contortus DAF-12 nuclear receptor; AID 652067; activation, % at 6.8 µM; HEK293 hcDAF-12 lit1-tk-luc reporter, luminescence; 0% DMSO, 100% Δ7-dafachronic acid; 370,000 compounds, 1.4% hits;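 active means activation above the mean of all tested compounds plus 3 SD, cut at about 5.5% in these data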;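 further: 100% = response to 3 µM Δ7-dafachronic acid high control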
DAX1 inh-2 = blocks DAX1 repression of SF-1 activated StAR promoter | HEK293T StAR-luciferase reporter, SF-1/DAX-1 repression relief | AID 652010 | inhibition, % at 6.8 µM | 370,000 compounds, 1.1% hits;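 active means inhibition above the mean over all tested compounds plus 3 SD, cut at about 3.6% in these data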;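 further: 0% = DAX-1 cells with DMSO and 100% = cells lacking DAX-1 with DMSO; higher inhibition means more luminescence from relief of DAX-1 repression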
PLCb3 inh = blocks human PLC-beta3 enzyme activity. Purified PLC-beta3, fluorogenic substrate, fluorescence. inhibition, % at 12.2 µM. 370,000 compounds, 0.18% hits; in the data active means inhibition above about 11%;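 further: 0% = median of compound wells on plate and 100% = full blocker control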
MBD2 inh = MBD2-methylated oligo binding inhibition; Q9UBB5; TR-FRET, MBD2 binding to methylated oligonucleotide; inhibition, % at 4.4 µM; 370,000 compounds, 0.31% hits; AID 686964; in the data active means inhibition above about 13%
Target sequence (Q9UBB5 whole entry, looked up): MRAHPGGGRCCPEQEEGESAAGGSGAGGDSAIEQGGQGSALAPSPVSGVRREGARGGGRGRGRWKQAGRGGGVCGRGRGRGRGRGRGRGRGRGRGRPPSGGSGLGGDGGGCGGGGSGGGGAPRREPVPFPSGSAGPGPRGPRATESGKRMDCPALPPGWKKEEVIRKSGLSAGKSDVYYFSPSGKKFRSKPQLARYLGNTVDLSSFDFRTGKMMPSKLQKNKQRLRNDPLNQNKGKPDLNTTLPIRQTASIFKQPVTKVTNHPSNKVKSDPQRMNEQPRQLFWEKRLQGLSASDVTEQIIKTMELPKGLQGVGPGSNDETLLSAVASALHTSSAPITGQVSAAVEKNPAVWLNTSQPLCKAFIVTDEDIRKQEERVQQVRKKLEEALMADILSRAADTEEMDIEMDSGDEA
SMARCA2 act = activators of SMARCA2 function; MG213 cells, MMTV-luciferase reporter, dexamethasone, overnight; activation, % at 9.1 µM; 370,000 compounds, 1% hits; in the data active means activation above about 7.8%;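 further: 0% = vehicle wells and 100% = reference activator wells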
* marks the source's active call; other numbers are inactive results; · = no result given; & = joins results of further samples.

SMILES	PLCg1 inh	ssDAF12 agonist	NR1D1 modulator	hgDAF-12 ag	ADAM17 inh	DAX1 inh-1	hcDAF12 agonist	DAX1 inh-2	PLCb3 inh	MBD2 inh	SMARCA2 act
COc1ccc(S(=O)(=O)NCC2CCCO2)cc1Cl (stereo not given)	2	-1.2	1	-1.2	-1	0.7	-2.0	-0.5	-2	0	-1
COC(=O)c1sc(NC(=S)NC(=O)c2ccccc2Cl)nc1C	5	-0.9	0	7.8	-1	2.2	3.3	2.1	1	2	6
CCOC(=S)SCc1cn2cccc(C)c2n1	-5	-0.9	-3	4.8	-6	5.0*	2.4	1.1	-2	-1	-3
Cn1nnc(NC(=S)NC(=O)c2cccs2)n1	3	-0.5	-5	0.9	2	0.2	0.3	-0.3	3	-3	5
CCn1c(SCC(=O)OC)nnc1-c1c[nH]c2ccccc12	2	-1.7	1	-0.1	2	-1.2	-0.7	0.1	-3	-9	-1
Nc1cccc2c3c(oc12)CCCC3	-1	-0.1	5	1.1	1	-0.7	-0.7	-0.1	-4	3	-2
CCOc1ccc(NS(=O)(=O)c2ccc3ncsc3c2)cc1	1	-0.7	-3	-2.9	-1	0.6	-0.9	-0.6	1	-4	-2
CCN(CC)S(=O)(=O)c1ccc(Nc2cc(C)nc3ncnn23)cc1	-7	-1.5	4	0.8	-4	1.6	1.9	-0.1	-6	2	-4
O=C(N/N=C/c1cc2cc3c(cc2nc1Cl)OCO3)c1ccncc1	-8	-0.5	-10	-2.1	-4	3.2	0.0	0.6	-19	-2	5
Cc1ccccc1NC(=O)CSc1nc(-c2ccccc2)cc(=O)[nH]1	6	-0.1	1	1.3	6	0.8	2.8	0.1	1	-4	-2
CCOC(=O)c1c(NC(=O)CN2CCN(C(=O)C3CCCO3)CC2)sc(C)c1C (stereo not given)	5	-0.8	-3	-2.2	4	0.4	-0.1	-2.1	-1	-4	-2
N#Cc1ccc(CSc2nnc(NC(=O)c3ccc(=O)[nH]c3)s2)cc1	-28	-1.2	0	0.9	-15	1.6	0.3	-0.6	-42	-7	-1
Cc1ccc(N=C2CSC(=O)N2)cc1	2	-1.7	-1	1.8	-4	-1.5	-0.8	-0.8	-4	-2	-2
CN1CCN(c2nc3ccccn3c(=O)c2/C=C(\C#N)S(=O)(=O)c2ccccc2)CC1	-34	-1.7	3	-0.4	-24	0.2	-0.7	0.1	-56	0	1
CN1CCN(C(=O)C2(NC(=O)Nc3cccc(F)c3)CCCCC2)CC1	3	-0.7	-4	-3.3	4	-0.7	-2.2	-0.7	0	4	1
C[C@@H]1CN([C@@H](C)CO)C(=O)CCCn2cc(nn2)CO[C@H]1CN(C)S(=O)(=O)c1ccc(Oc2ccccc2)nc1	4	-0.3	0	-1.2	6	1.5	0.4	0.3	7	2	-6
CC1=NNC(=O)C1CCC(=O)N/N=C/c1ccco1 (stereo not given)	5	-1.2	-2	1.1	-5	2.2	1.0	-0.5	-6	3	1
Cn1c(Cc2csc(N)n2)nnc1SC/C=C/c1ccccc1	-4	-1.4	-6	1.6	-5	0.4	-1.3	0.7	-2	6	-2
CCOC(=O)C1CCCN(Cc2cc(OC)c(O)c(OC)c2)C1 (stereo not given)	3	-1.1	-1	-0.1	-1	-0.3	-1.5	0.0	3	-6	2
Cc1ccc(NC(=O)NCc2ccncc2)cc1Cl	1	-1.5	2	5.1	-1	-0.6	-1.0	-0.8	2	2	2
COc1ccc(CCN2CCC(Nc3nc4ccccc4n3Cc3ccc(F)cc3)CC2)cc1	4	-1.3	-7&-3	-3.4	2	-0.3	0.0	1.2	3	-11	-1
CCCCn1c(SCc2ccc(C(=O)OC)o2)nc2cc(S(N)(=O)=O)ccc21	-2	-2.8	5	-5.9	2	-2.5	-3.4	-2.2	2	2	-3
CCN1C[C@@H]2[C@@H]3C(=O)N(Cc4ccccc4)C(=O)[C@@H]3[C@](C)(C(=O)OC)N2C1=NC1CCCCC1	1	-1.3	-4	-0.8	-1	0.0	-0.7	-1.3	4	0	-2
c1ccc(-c2nc(NCc3cccs3)c3ccccc3n2)cc1	-4	-1.3	1	2.1	6	0.4	2.3	-0.4	-21	-5	0
C=C(Br)CN1CCN(CC(=C)Br)CC1	7	-0.9	5	2.3	-2	0.5	-2.1	0.6	2	-2	2
CCNc1nc(SC(C(C)=O)C(C)=O)nc(N(C)C)n1	-1	-1.6	-8	-0.6	-2	0.9	-0.9	0.3	0	-4	1
O=C(NCCc1ccccc1)C1CCN(S(=O)(=O)c2ccccc2)CC1	3	-0.2	0	-0.6	-4	0.0	-1.4	0.1	1	2	0
CC(=O)c1cccc(NC(=O)CSc2nnnn2C2CCCC2)c1	0	-0.6	-5	1.8	1	2.6	2.5	-0.4	-8	-2	0
COCCCn1c(=O)c2ccccc2c2ccccc2c1=O	1	-1.2	6	1.4	-3	0.6	-0.4	0.5	2	2	1
O=C(Cc1ccc(Br)cc1)OCC(=O)N1CCOCC1	0	-1.1	-2	-0.5	-4	2.2	0.3	0.3	0	-5	2
C=C(C)c1sc(-c2ccccc2)nc1C	-6	-1.2	4	0.5	1	·	0.4	-0.3	-6	-1	1
Clc1ccc(Oc2nc3c(Cl)cccc3s2)cc1Cl	-1	-0.3	1	3.1	2	1.8	3.0	-0.6	-5	-5	-2
Cc1ccc(CNC(=O)C2(C)CCN2C(=O)Cc2ccc(C(C)(C)C)cc2)cc1 (stereo not given)	1	-1.9	-2	-1.3	0	·	-0.3	-0.5	4	-3	-2
CC(=O)N(CN1C(=O)c2ccc([N+](=O)[O-])cc2C1=O)c1cccc(C(=O)O)c1	1	-0.9	4	0.1	3	-0.5	0.5	-0.2	2	-3	0
COc1cc(O)c(C(CC(=O)N2CC(C)OC(C)C2)c2ccc3c(c2)OCO3)c(OC)c1 (stereo not given)	0	-1.4	-3	-1.9	-5	·	-2.2	·	0	0	·
Cc1nc2ccc(NC(=O)c3cccc(S(=O)(=O)N4CC(C)OC(C)C4)c3)cc2s1 (stereo not given)	-5	-1.8	1	-5.9	4	-2.2	-3.0	-1.9	-1	2	-1
CN(C)C(CNc1ncnc2ccccc12)c1c(F)cccc1Cl (stereo not given)	0	-1.5	-3	-0.1	1	-0.4	3.1	0.3	-7	-3	-2
CN(C)c1ccnc(Nc2ccc(F)cc2)c1C#N	-3	-1.9	-3	2.9	-1	·	1.0	0.4	3	2	2
CCOc1ccccc1NC(=O)COc1cccc(-n2cnnn2)c1	6	-2.0	-1	-1.8	-1	0.9	-1.3	0.0	-1	-1	-3
O=S(=O)(Cc1cc(N2CCOCC2)nc(-c2ccccn2)n1)c1ccccc1	-13	-1.3	2	0.6	-7	-0.6	-1.4	-1.2	-17	-4	2
CC(=O)N1CCN(c2ccc(NC(=S)NC(=O)c3ccc(C)c([N+](=O)[O-])c3)cc2)CC1	6	-1.9	0	0.8	4	-0.2	-2.0	-0.4	-6	-1	-5
Cn1c2ccccc2c2cc(C(=O)NNC(=O)CCl)sc21	-24	-0.9	-1	-2.2	-47	-2.0	6.2*	-2.5	-35	5	-1
CCc1nnc(NC(=O)CCC(=O)N2CCCC(O)C2)s1 (stereo not given)	0	-0.8	-3	-1.6	0	-1.3	0.7	0.4	4	-4	-3
Cc1[nH]c(=O)[nH]c(=O)c1S(=O)(=O)Nc1ccc(Cl)c([N+](=O)[O-])c1	3	-1.6	-10	0.0	-2	0.4	-0.8	-0.3	5	-6	1
CCCc1nc(SCC(=O)c2ccc(F)cc2)c2ccccc2n1	-5	-2.2	-4	3.9	0	-1.8	-1.3	-3.1	-6	-3	8.3*

In the list so far, 2 contain bromine:
SMILES	PLCg1 inh	ssDAF12 agonist	NR1D1 modulator	hgDAF-12 ag	ADAM17 inh	DAX1 inh-1	hcDAF12 agonist	DAX1 inh-2	PLCb3 inh	MBD2 inh	SMARCA2 act
C=C(Br)CN1CCN(CC(=C)Br)CC1	7	-0.9	5	2.3	-2	0.5	-2.1	0.6	2	-2	2
O=C(Cc1ccc(Br)cc1)OCC(=O)N1CCOCC1	0	-1.1	-2	-0.5	-4	2.2	0.3	0.3	0	-5	2

The listing continues.
SMILES	PLCg1 inh	ssDAF12 agonist	NR1D1 modulator	hgDAF-12 ag	ADAM17 inh	DAX1 inh-1	hcDAF12 agonist	DAX1 inh-2	PLCb3 inh	MBD2 inh	SMARCA2 act
COc1ccc(C(=O)NCCn2cc(SCC(=O)NCc3ccco3)c3ccccc32)cc1	0	-1.7	0	-6.3	-2	-1.4	-2.6	-1.9	1	-1	-3
O=C(O)/C=C/C(=O)Nc1ccc(C(=O)c2ccccc2)cc1	1	-0.3	-1	1.5	2	-1.8	-0.7	0.6	-4	1	3
COc1ccc(NC(=S)Nn2cnnc2)c(OC)c1	-4	-1.1	2	-2.4	-3	0.0	-0.2	-1.0	-6	-5	1
Cc1ccc(NC(=O)CNC(=O)c2ccc(OC(F)F)cc2)cc1S(=O)(=O)N1CCCCCC1	-3	-1.4	9	-3.5	4	-1.1	0.6	-2.8	-7	-1	-3
CC(C)CN(C(=O)COC(=O)c1ccc(Br)cc1)c1c(N)n(Cc2ccccc2)c(=O)[nH]c1=O	-2	-1.3	0	0.6	-4	1.0	-0.6	-0.2	-3	4	-3
Cc1cc(C)cc(-n2ncc3c2CCCC3NC(=O)C2(C(N)=O)CC2)c1 (stereo not given)	2	-1.4	-6	-2.7	-3	-0.5	-1.8	0.3	-2	2	-1
Oc1c(CN2CCOCC2)ccc2ccccc12	2	-0.6	-3	-0.4	0	-0.3	3.7	-0.3	-3	-1	4
Cc1cccc(CSCC(=O)N2CCN(S(=O)(=O)c3ccccc3C#N)CC2)c1	2	-0.2	0	-0.8	-3	0.6	-0.1	0.5	-3	-5	-1
CC1Cc2ccccc2N1C(=O)C1CCCCN1S(=O)(=O)c1ccccc1 (stereo not given)	2	-1.7	6	-3.0	-2	-1.3	-1.5	-0.4	4	-2	-2
O=C1NC[C@H](CCCCN2C[C@H](Cc3ccc(O)cc3)N(CCc3ccccc3)C(=O)C2=O)N(CCc2ccccc2)C1=O	2	-1.5	-1	-1.5	0	·	-1.2	-0.9	-1	6	-4
COC(=O)C1=C(C)NC(=O)NC1c1ccc(OC(=O)c2ccco2)cc1 (stereo not given)	0	-1.5	-3	0.8	-2	1.0	1.8	0.3	0	-3	-1
CCOc1ccccc1NC(=O)C(c1ccccc1)N1CCN(CC(=O)N2CCOCC2)CC1 (stereo not given)	-1	-0.3	-1	1.1	-9	1.1	-0.8	-0.6	-4	9	2
Cc1ccc(C(=O)O)cc1-c1ccc(/C=C2/NC(=O)N(c3ccccc3)C2=O)o1	-204	-0.7	-12	-0.4	-13	-0.2	0.0	0.2	-257	14*	-1
Cc1ccc(NS(=O)(=O)c2ccc(C(=O)OCC(=O)Nc3cc(C)on3)cc2)cc1	0	-1.5	6	4.7	2	0.7	-1.0	0.6	2	7	0

With a hit mark in SMARCA2 act (from the list above):
Structure	PLCg1 inh	ssDAF12 agonist	NR1D1 modulator	ADAM17 inh	DAX1 inh-1	hcDAF12 agonist	DAX1 inh-2	PLCb3 inh	MBD2 inh	SMARCA2 act
CCCc1nc(SCC(=O)c2ccc(F)cc2)c2ccccc2n1	-5	-2.2	-4	0	-1.8	-1.3	-3.1	-6	-3	8.3*
